Source: PubChem (National Center for Advancing Translational Sciences (NCATS))
TRHR enhancer = qHTS for Small Molecule Agonists and Allosteric Enhancers of Human TRH Receptor: Primary Screen for Enhancers | 360,000 compounds, 0.66% hits | Thyrotropin-releasing hormone receptor (Homo sapiens), P34981 | enhancement, % at 2 µM | TRHR cells, fluo-8 calcium fluorescence, EC20 TRH enhancement; in the data active means enhancement above about 30%; further: 0% is about no effect
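Enhancer read-out: after compound pinning and an initial kinetic agonist-mode read, an EC20 of TRH (10 nM final) was injected and fluo-8 calcium signal (Ex 480/Em 530) followed at 1 s/cycle for 100 cycles in TRHR-expressing cells.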
TRHR agonist = qHTS for Small Molecule Agonists and Allosteric Enhancers of Human TRH Receptor: Primary Screen for Agonists; Thyrotropin-releasing hormone receptor (Homo sapiens), P34981; TRHR cells, calcium flux fluo-8, FDSS agonist mode; activation, % at 2 µM; 360,000 compounds, 0.18% hits; AID 493084, 2011; in the data active means activation above about 30%; further: 0% is about no effect
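Read-out: compound-evoked intracellular calcium rise in TRHR cells, fluo-8 dye, kinetic FDSS fluorescence at 1 s/cycle following a 10-cycle baseline. Cells cultured overnight before dye loading (30 min–1.5 h, RT).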
D2 potentiator = HTS Assay for Positive Allosteric Modulators of the Human D2 Dopamine Receptor: Primary Screen for Potentiators | D(2) dopamine receptor (Homo sapiens), P14416 | HEK293 T-REx D2, calcium flux, EC20 dopamine potentiation | potentiation, % at 10 µM | 340,000 compounds, 0.34% hits | AID 485347, 2010;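 active means potentiation over 3 SD above the plate norm, cut at about 30% in these data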; further: 0% is about no effect
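Tetracycline-induced HEK293 T-REx cells force-coupled to calcium signalling expressed D2; compounds were pin-added after a 10 s baseline, read kinetically 180 s, then an EC20 dopamine challenge followed with a further 180 s calcium read.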
D1 antagonist = Antagonist of Human D 1 Dopamine Receptor: qHTS; activity change, negative = inhibition, % at 10 µM; D(1A) dopamine receptor (Homo sapiens), P21728; 360,000 compounds, 3.2% hits; HEK293 TREx D1 cells, calcium flux, dopamine EC80; stronger effect = lower value; in the data active means activity change below about -30%; further: on the % scale 0 is the no-effect control and ±100 the full control effect
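Compound effects on dopamine-evoked calcium signalling were measured in tetracycline-induced HEK293 Trex D1 cells. Dopamine at EC80 followed a 180 s compound pre-read, and fluorescence was tracked kinetically for 180 s more.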
D1 potentiator = Potentiators of Human D1 Dopamine Receptor: qHTS. D(1A) dopamine receptor (Homo sapiens), P21728. HEK293 TREx D1 cells, calcium flux, dopamine EC20 potentiation. potentiation, % at 10 µM. 360,000 compounds, 0.036% hits. AID 504651, 2011; in the data active means potentiation above about 30%; further: 0% is about no effect
RXFP1 antag = qHTS Assay for Antagonists of the Relaxin Receptor RXFP1; Relaxin receptor 1 (Homo sapiens), Q9HBX9; HEK293-RXFP1, relaxin-stimulated cAMP HTRF, 30 min; stronger effect = lower value; activity change, negative = inhibition, % at 57.5 µM; 350,000 compounds, 0.59% hits; AID 1259400, 2018;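 active means activity change of -60% or lower, but not beyond a set lower limit; inconclusive means change between -60% and -40%, or beyond the set limit; inactive means change above -40%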; further: on the % scale 0 is the no-effect control and ±100 the full control effect
Target sequence (Q9HBX9 whole entry, looked up): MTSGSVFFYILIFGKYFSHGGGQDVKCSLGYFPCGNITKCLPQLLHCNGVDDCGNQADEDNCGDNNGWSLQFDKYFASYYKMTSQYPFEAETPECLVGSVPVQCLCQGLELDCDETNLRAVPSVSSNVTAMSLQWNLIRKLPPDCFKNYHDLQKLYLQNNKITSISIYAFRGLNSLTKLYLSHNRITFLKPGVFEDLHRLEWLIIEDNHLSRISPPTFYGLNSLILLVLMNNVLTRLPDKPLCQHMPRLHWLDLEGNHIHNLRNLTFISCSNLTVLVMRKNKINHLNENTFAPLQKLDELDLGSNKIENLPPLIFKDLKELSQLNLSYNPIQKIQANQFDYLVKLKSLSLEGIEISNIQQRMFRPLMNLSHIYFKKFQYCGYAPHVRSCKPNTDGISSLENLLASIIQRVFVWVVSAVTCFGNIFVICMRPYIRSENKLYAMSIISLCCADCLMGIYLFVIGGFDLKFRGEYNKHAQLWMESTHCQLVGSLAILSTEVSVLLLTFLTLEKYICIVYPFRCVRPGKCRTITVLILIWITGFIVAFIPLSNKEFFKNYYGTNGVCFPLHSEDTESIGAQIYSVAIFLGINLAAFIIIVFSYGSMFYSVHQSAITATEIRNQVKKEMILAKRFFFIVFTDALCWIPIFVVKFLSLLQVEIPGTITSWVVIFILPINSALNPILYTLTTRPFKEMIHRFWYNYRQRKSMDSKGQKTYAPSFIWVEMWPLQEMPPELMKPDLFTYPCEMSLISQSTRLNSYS
Apoferritin bind = qHTS Assay for Identification of Novel General Anesthetics. apoferritin/1-aminoanthracene competitive binding, fluorescence. Potency, µM (doses to about 77.5 µM), for the others: top-dose activity change, negative = displacement, hits mostly inhibitors. 350,000 compounds, 0.074% hits. AID 485281, 2010. Ferritin light chain (Equus caballus), P02791; further: potency means the concentration at half of the fitted maximal effect; on the % scale 0 is the no-effect control and ±100 the full control effect; nearly all actives have a fitted effect of over 20% in size
Target sequence (P02791 2-175 limits assumed): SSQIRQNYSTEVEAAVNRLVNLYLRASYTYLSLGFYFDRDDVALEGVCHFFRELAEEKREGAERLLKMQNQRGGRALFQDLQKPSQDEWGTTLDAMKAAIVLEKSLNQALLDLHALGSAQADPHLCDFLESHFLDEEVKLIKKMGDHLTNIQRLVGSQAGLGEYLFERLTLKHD
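Concentration-response curves derived by four-parameter Hill fitting of normalized fluorescence, where compounds displaced 1-AMA from 10 uM horse apoferritin following a brief 10 min room-temperature incubation; propofol titration acted as positive control.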
RXFP1 ag = qHTS Assay for Agonists of the Relaxin Receptor RXFP1; Relaxin receptor 1 (Homo sapiens), Q9HBX9; HEK293T-RXFP1 cAMP TR-FRET, 30 min; response scale: percent of porcine relaxin response, buffer zero; Potency, µM (titrated, usually from 57.5 µM), for inactives: top-dose activation, most hits filed as activators; 370,000 compounds, 0.3% hits; AID 2676, 2010; further: potency means the concentration at half of the fitted maximal effect; on the % scale 0 is the no-effect control and ±100 the full control effect; nearly all actives have a fitted effect of over 60% in size; many of its hits are not listed in these tables
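HEK293 cells stably expressing RXFP1, treated 30 min at 37C with compounds plus PDE4 inhibitor Ro 20174; cAMP measured by HTRF TR-FRET. Normalized to buffer and 29 nM porcine relaxin; EC50 by Hill fit.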
D1 agonist = Allosteric Agonists of the Human D1 Dopamine Receptor: qHTS; AID 504660, 2011; activation, % at 2 µM; D(1A) dopamine receptor (Homo sapiens), P21728; HEK293 T-REx D1 cells, calcium flux, agonist mode; 360,000 compounds, 1% hits; in the data active means activation above about 30%; further: 0% is about no effect
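Agonism was scored from calcium flux recorded over 180 s (1 read/s) after pintool compound addition, following a 10-cycle baseline. Cells were inducible force-coupled HEK293 TREx D1, plated overnight at 30 C and loaded with no-wash calcium dye.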
* marks the source's active call; other numbers are inactive results; u = inconclusive; x = no result given; & = joins results of further samples; [ ] = remark or other dose. Unless noted, the call rests on the fitted dose curve; in most records, active means well fitted curve in the direction sought with a large enough effect; inconclusive means small, poorly fitted or top-dose-only effect, or another doubt; inactive means no such curve, though single readings can be large; an effect the other way counts as inactive or inconclusive. Not all compounds are listed. The share of hits here may be higher or lower than overall.

SMILES	TRHR enhancer	TRHR agonist	D2 potentiator	D1 antagonist	D1 potentiator	RXFP1 antag	Apoferritin bind	RXFP1 ag	D1 agonist
CSc1cccc(-c2nnc(NC(=O)c3cccc(N4C(=O)CCC4=O)c3)o2)c1	0	-0.1	-1	6	2	-27	x	0.2%	0
O=C1Nc2ccc([N+](=O)[O-])cc2OC1CCN1CCOCC1 (stereo unspecified)	10	-0.3	-5	1	-2	0	-16%	3.1%	1
COc1ccc(CCCNC(=O)CC#N)cc1OC	3	-0.4	8	-5	1	3	-3%	0.6%	2
CNC(=O)c1ccc(Nc2nnc(-c3ccc(O)cc3)c3ccccc23)cc1	-1	0.5	6	5	-4	-5	2%	-0.8%	2
COC(=O)c1ccc(C(=O)OC)c(NC(=O)COC(=O)c2ccc(OC)c(OC)c2OC)c1	-5	0.0	2	-86*	-5	6	-9%	0.5%	0
Cn1c(CC(=O)Nc2ccc(Cl)c(Cl)c2)n[nH]c1=S	1	0.5	1	-9	-4	-3	-10%	-1.9%	3
O=c1c2c3c(sc2nc2n1CCCCC2)C(O)CCC3 (stereo unspecified)	-1	0.1	x	-9	2	-14	-4%	5.0%	0
Cc1cc(Nc2ccc(Cl)cc2C)nc(-n2nc(C)cc2C)n1	1	0.1	-17	1	-3	-5	u	4.8%	0
COc1ccc(C(C)(C)C)cc1NC(=O)COC(=O)c1cnc(C)cn1	-2	-0.4	-9	42	-6	10	-15%	-0.4%	3
CCN(Cc1ccccc1)S(=O)(=O)CCNC(=O)c1ccccc1	0	-0.4	-5	6	-2	8	x	-0.3%	1
O=C(COC(=O)c1cc(S(=O)(=O)N2CCOCC2)ccc1Cl)Nc1ccccc1Cl	2	-0.1	3	-1	-2	-18	x	0.5%	2
O=C(OCC(=O)c1c[nH]c2ccccc12)c1cc2ccccc2cc1O	2	-0.5	x	7	-5	-9	-14%	1.0%	3
NC(=O)c1ccc(NC(=O)COC(=O)c2c[nH]c3ccccc23)cc1	1	0.4	-3	-1	-2	6	x	22%	6
S=C(NCCNC(=S)Nc1ccccc1Cl)Nc1ccccc1Cl	2	0.7	-1	-21	-4	-3	-7%	-1.3%	27
Cc1ccc(S(=O)(=O)NC(C)C(=O)Nc2ccc3c(c2)OCO3)cc1 (stereo unspecified)	0	-1.8	19	5	0	6	-7%	2.1%	8
COc1ccc(COC(=O)NC2CCN(S(=O)(=O)c3ccc(OC)cc3)CC2)cc1	-5	0.8	11	-18	-2	36	24%	-0.8%	7
COc1cccc(C(=O)Nc2cccc(-c3cn4ccsc4n3)c2)c1OC	3	-0.1	-4	-4	2	3	139%[activator]	3.5%	0
O=C1COc2ccc(S(=O)(=O)N3CCN(c4ccccc4F)CC3)cc2N1	-1	-0.6	-2	2	1	0	-10%	3.4%	4
COC(=O)COc1ccc2c(c1)O/C(=C\c1ccco1)C2=O	-3	-0.4	11	-1	6	-7	4%	-2.4%	3
CC1=C(C)CC2(SC1)C(=O)N(c1ccccc1)N=C2N (stereo unspecified)	-6	0.1	16	6	-3	0	-4%	0.7%	1
c1cnc(N2CC[N+]3(CCCC3)CC2)nc1	-2	-0.3	x	-11	-4	5	-6%	2.6%	0
Cc1ccc(NC(=O)C2CCN(S(=O)(=O)c3c(C)noc3/C=C/c3ccco3)CC2)cc1C	2	1.3	7	-2	3	-24	1%	7.5%	3
CCOC(=O)c1cc(NC(=O)Nc2ccccc2OC)c(C)nc1C	1	-0.3	-17	x	-3	-19	-18%	1.6%	0
COc1ccc(C(=O)NCCN2CCN(C(=O)c3ccc(OC)c(OC)c3)CC2)cc1OC	5	0.4	2	-8	-7	-7	-1%	2.7%	-1
Cc1ccc(Cl)cc1N1CCN(C(=O)CN2C(=O)COc3ccc(S(=O)(=O)N4CCCCCC4)cc32)CC1	1	-2.3	5	-4	1	x	-13%	-2.2%	0
c1coc(CNc2c3c(nc4ncnn24)CCCC3)c1	-1	0.0	-10	-17	-3	-2	-9%	8.0%	5
COc1ccc(OC)c(NC(=O)c2ccc3c(c2)C(=O)N(CC2CCCO2)C3=O)c1 (stereo unspecified)	-1	0.0	x	5	-9	13	-7%	0.2%	2
COc1ccc(NC(=O)c2c(C)noc2-c2snnc2C)cc1	-6	-1.1	3	3	-3	12	-5%	0.5%	1
Cc1ccc2c(n1)sc1c(=O)n(-c3cccc(C(F)(F)F)c3)nnc12	12	-1.0	x	-8	-3	5	57%[activator]	-7.8%	3
COc1ccc(C(=O)NCCOC(C)C)cc1OC1CCN(C(C)=O)CC1	0	-0.4	4	-21	-3	-1	-3%	1.0%	1
O=Nc1c(-c2cccc([N+](=O)[O-])c2)nc2ncccn12	-3	-1.1	16	-2	0	x	7%	17%	8
O=C(Nc1cnccn1)c1ccncc1	2	-0.5	6	4	-7	-4	-2%	0.0%	3
O=C(Nc1ccccc1)c1cccc(S(=O)(=O)Nc2ccccn2)c1	2	0.1	4	-7	-5	1	9%	-0.9%	4
COc1cccc(CNC(=O)C2CCN(S(=O)(=O)c3ccc(-n4cnnn4)cc3)CC2)c1	-3	1.1	-5	-25	-2	15	-3%	1.9%	1
COC(=O)c1cc(S(=O)(=O)NCC2CCN(Cc3ccc(F)cc3)CC2)cn1C	1&15	0.5&0.8	0&-2	-14&7	3&-1	5&-2	-8%&-1%	0.1%&-0.5%	4&3
COc1cccc(C2(O)CCN(C(=O)c3cccs3)CC2)c1	-1	0.3	-2	-3	-5	11	-8%	1.2%	3
COc1cccc(-c2nc(SCC(=O)Nc3ccc4c(c3)OCCO4)c(-c3ccccc3)[nH]2)c1	11	0.1	-3	0	3	-16	27%	4.7%	5
O=C(Nc1ccc(F)cc1)C(c1ccccc1)N1CCN(S(=O)(=O)c2c(F)cccc2F)CC1 (stereo unspecified)	-2	0.4	-3	-24	-2	-9	0%	1.3%	4
COc1ccc(/C=C2\Sc3ccc(C(=O)N4CCOCC4)cc3N(C)C2=O)cc1	1	0.9	-5	-21	-12	-17	0%	5.2%	6
CC(=O)N(CCC(Cc1ccccc1)c1ccc2c(c1)OCO2)Cc1ccccc1F (stereo unspecified)	10	1.3	17	18	-7	5	65%[activator]	1.7%	7

Sorted by formula weight (high to low): 3 of the compounds above
SMILES	TRHR enhancer	TRHR agonist	D2 potentiator	D1 antagonist	D1 potentiator	RXFP1 antag	Apoferritin bind	RXFP1 ag	D1 agonist
COc1ccc(COC(=O)NC2CCN(S(=O)(=O)c3ccc(OC)cc3)CC2)cc1	-5	0.8	11	-18	-2	36	24%	-0.8%	7
COc1ccc(C(=O)NCCOC(C)C)cc1OC1CCN(C(C)=O)CC1	0	-0.4	4	-21	-3	-1	-3%	1.0%	1
Cc1ccc2c(n1)sc1c(=O)n(-c3cccc(C(F)(F)F)c3)nnc12	12	-1.0	x	-8	-3	5	57%[activator]	-7.8%	3

New compounds follow:
SMILES	TRHR enhancer	TRHR agonist	D2 potentiator	D1 antagonist	D1 potentiator	RXFP1 antag	Apoferritin bind	RXFP1 ag	D1 agonist
COc1ccc(N(C(=O)c2ccccc2C)S(=O)(=O)c2ccc3c(c2)n(C)c(=O)n3C)cc1	1	-0.4	9	-10	-1	-2	-3%	3.4%	0
Cc1cccc(N(CC(=O)N2CCN(C)CC2)S(=O)(=O)c2ccccc2)c1	-6	0.0	-14	14	-6	-1	-4%	-0.7%	6
NNC(=O)c1cc2c(s1)CCCCCC2	5	0.1	13	-4	-1	1	u	-0.3%	3
CCN(CC)CCn1c2c(c(SCC(=O)Nc3ccccc3Cl)nc1=O)CCCC2	5	-0.4	-18	7	-1	-8	x	0.0%	2
COc1cccc(NC(=O)CSc2nc3ncc(Br)cc3[nH]2)c1	-6	-0.1	3	-21	5	18	-8%	2.9%	9
O=C(CCN1C(=O)c2ccccc2S1(=O)=O)N1CCN(c2ccc(F)cc2)CC1	-11	0.3	-9	12	4	2	x	0.5%	1
CSCCC(NC(=O)COc1ccccc1)C(=O)OCC(=O)c1cc2ccccc2o1 (stereo unspecified)	3	0.7	1	-8	-1	36	-14%	1.9%	6
CN(C)c1ccc(CNc2nc(-c3ccco3)nn2S(C)(=O)=O)cc1	-3	0.6	-4	17	-1	-5	-18%	0.1%	2
COc1ccc(C(C)=O)cc1Cn1cnc2c(cnn2C)c1=O	0	0.1	-4	4	4	39	-3%	13µM*	3
CC(C)C(=O)N1CCN(c2nc(-c3ccccc3)c3c(c2C#N)CC(C)(C)OC3)CC1	-2	-0.4	-5	-19	-5	-4	6%	4.6%	0
COc1ccc(C(=O)N/C(=C\c2cn(S(=O)(=O)N(C)C)c3ccccc23)C(=O)NC(C)C)cc1	-5	0.0	7	1	-4	-12	-8%	-0.5%	3
Cc1[nH]n(-c2ccccc2)c(=O)c1/C=N/c1ccccn1	6	0.5	23	5	-3	-9	-15%	-5.0%	1
CN(CC(=O)Nc1ccc(Cl)cc1)C(=O)CCc1nc2sc3c(c2c(=O)[nH]1)CCCC3	-16	1.4	10	21	0	-9	x	4.5%	3
CC1=NNC(=O)C1CC(=O)N/N=C/c1sccc1C (stereo unspecified)	0	2.8	3	21	-1	1	-2%	0.0%	1
CCN(CC)CCCNC(=O)c1sc2nc3n(c(=O)c2c1C)CCCCC3	-9	0.1	-11	10	-5	-7	69%[activator]	5.1%	2
CC(=O)Nc1cc(C(F)(F)F)ccc1N1CCOCC1	12	0.5	-5	-6	0	11	-12%	1.7%	1
Cc1cc(SCC(=O)NCCCN2CCCC2=O)nc2ccccc12	3	0.6	-11	-22	4	0	x	6.8%	5
CCN(c1ccc(Cl)cc1)S(=O)(=O)c1nnc(NC(=O)C2CCCCC2)s1	2	1.9	2	3	-1	-9	-6%	2.5%	16
